# Screening results as filed in PubChem.
# SENP8 block-1 – SENP8 protease inhibitors, primary screen, biochemical, luminescence. purified SENP8, Z-RLRGG-aminoluciferin cleavage. inhibition, % at 10 µM. 330,000 compounds, 1.2% hits. AID 2540, 2010; in the data active = inhibition above about 50%
# SENP1 FRET inh – human SENP1 catalytic domain inhibitors, primary screen, biochemical, FRET, uHTS. Sentrin-specific protease 1 (Homo sapiens), Q9P0U3. recombinant SENP1 catalytic domain, CyPet-SUMO1-YPet FRET cleavage. inhibition, % at 10 µM. 360,000 compounds, 0.21% hits;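 active = inhibition at least 30% at 10 µM, raw YFP signal under a set limit, fluorescence ratio 0.5 to 1.5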;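 note: 0% = enzyme with DMSO and 100% = no enzyme wells; some results filed as inactive read as strong as hits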
#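 Compound: 10 µM single point, 0.5% DMSO; Test system: hSENP1 catalytic domain, recombinant; Timing: 50 min reaction at room temperature; Technique: FRET, CFP and YFP emission; Control set: no-enzyme wells low, DMSO-plus-enzyme wells high control.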
# SENP7 block – SENP7 protease inhibitors, primary screen, biochemical, luminescence, uHTS; recombinant SENP7, Z-RLRGG-aminoluciferin luminescence, 40 min; 330,000 compounds, 1.5% hits; Sentrin-specific protease 7 (Homo sapiens), Q9BQF6; inhibition, % at 5 µM;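 active = inhibition above about 50% at the single test dose, limit read from the data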;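 note: plate controls were DMSO with enzyme for no effect and no enzyme buffer wells for full effect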
# HKDC1 inh – HKDC1 hexokinase inhibitors, primary screen, biochemical, fluorescence, uHTS; Q2TB90; 340,000 compounds, 0.16% hits; AID 493160, 2011; inhibition, % at 20 µM; recombinant HKDC1, G6PDH/diaphorase resazurin coupled fluorescence;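 active = inhibition above about 35% when tested at 20 µM, limit read from the data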;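 note: plate controls were DMSO wells with enzyme for no effect and DMSO wells lacking enzyme for full effect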
#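 test system = in-house recombinant HK5 (HKDC1) enzyme | amount = HKDC1 at 5 µg/mL | control set = DMSO-enzyme wells negative, buffer-substituted wells positive | compound = one dose of 20 µM, 1% DMSO | schedule = reaction time 90 min, room temperature, protected from light | technique = resorufin fluorescence at 613 nm | reagent = glucose with 1 mM ATP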
# Apaf-1 inh – inhibitors of human Apaf-1 apoptosome, primary screen, biochemical, DEVD-Rh110 fluorescence, uHTS; inhibition, % at 20 µM; 330,000 compounds, 0.71% hits; Apoptotic protease-activating factor 1 (Homo sapiens), O14727; AID 489030, 2010; reconstituted apoptosome caspase-3 activity; active = inhibition of at least 40% at 20 µM;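 note: plate controls were DMSO wells for no effect and DEVD-CHO caspase inhibitor wells for full effect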
# Target sequence (O14727 whole entry, looked up): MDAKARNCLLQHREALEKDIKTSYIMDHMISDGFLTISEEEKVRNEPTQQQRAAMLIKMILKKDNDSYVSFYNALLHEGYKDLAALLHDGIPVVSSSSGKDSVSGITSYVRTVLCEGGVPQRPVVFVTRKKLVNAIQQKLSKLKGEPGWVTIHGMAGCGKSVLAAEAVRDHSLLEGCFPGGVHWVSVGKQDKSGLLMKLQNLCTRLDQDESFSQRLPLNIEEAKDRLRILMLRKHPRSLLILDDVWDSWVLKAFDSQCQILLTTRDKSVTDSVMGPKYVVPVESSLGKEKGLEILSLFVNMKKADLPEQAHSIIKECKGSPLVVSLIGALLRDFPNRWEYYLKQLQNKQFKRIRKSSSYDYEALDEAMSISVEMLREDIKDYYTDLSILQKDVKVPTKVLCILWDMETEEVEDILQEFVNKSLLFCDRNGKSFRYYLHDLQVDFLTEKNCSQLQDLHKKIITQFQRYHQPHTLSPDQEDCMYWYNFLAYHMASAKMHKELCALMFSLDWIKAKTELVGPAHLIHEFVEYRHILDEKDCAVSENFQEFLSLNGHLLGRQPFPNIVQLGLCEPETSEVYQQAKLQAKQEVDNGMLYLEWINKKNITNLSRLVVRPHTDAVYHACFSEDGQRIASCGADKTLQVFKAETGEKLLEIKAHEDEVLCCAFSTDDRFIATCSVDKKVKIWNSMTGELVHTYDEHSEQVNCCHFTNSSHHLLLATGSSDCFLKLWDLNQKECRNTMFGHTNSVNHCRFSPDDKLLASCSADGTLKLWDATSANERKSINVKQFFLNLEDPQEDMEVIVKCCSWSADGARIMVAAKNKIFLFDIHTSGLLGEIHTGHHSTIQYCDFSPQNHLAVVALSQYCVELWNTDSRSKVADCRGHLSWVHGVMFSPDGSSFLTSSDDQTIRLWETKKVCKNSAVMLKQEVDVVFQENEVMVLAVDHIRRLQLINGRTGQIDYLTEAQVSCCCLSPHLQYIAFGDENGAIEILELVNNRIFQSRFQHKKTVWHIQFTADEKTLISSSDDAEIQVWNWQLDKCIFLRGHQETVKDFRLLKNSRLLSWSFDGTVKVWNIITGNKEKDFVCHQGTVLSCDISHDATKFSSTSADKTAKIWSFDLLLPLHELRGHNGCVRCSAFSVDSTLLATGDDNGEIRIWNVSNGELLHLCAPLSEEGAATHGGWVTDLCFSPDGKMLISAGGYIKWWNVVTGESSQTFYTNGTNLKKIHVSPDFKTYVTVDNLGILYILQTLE
#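 System: Apoptosome proteins | Medium: Hepes pH 7.5 with detergent and BSA | Also added: Cytochrome c trigger plus (Z-DEVD)2-Rh110 caspase-3 substrate | Incubation: 30 min compound preincubation, 50 min activation, room temperature | Detection: Rhodamine 110 fluorescence at Ex 480/Em 540 nm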
# SENP6 inh – SENP6 protease inhibitors, primary screen, biochemical, luminescence, uHTS | AID 2599, 2010 | Recombinant SENP6 catalytic domain, aminoluciferin luminescence | inhibition, % at 10 µM | 330,000 compounds, 1.8% hits | Sentrin-specific protease 6 (Homo sapiens), Q9GZR1;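 active = inhibition above about 50% at the single tested dose, limit read from the data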;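 note: plate controls were DMSO wells with enzyme for no effect and DMSO wells lacking enzyme for full effect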
# PfG6PD inh – PfG6PD enzyme inhibitors, primary screen, biochemical, fluorescence intensity, uHTS | PfGluPho enzyme, NADPH resazurin-diaphorase fluorescence | glucose-6-phosphate dehydrogenase-6-phosphogluconolactonase (Plasmodium falciparum 3D7) | 350,000 compounds, 0.78% hits | inhibition, % at 20 µM;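 active = inhibition reaching at least a set limit at 20 µM in the primary screen, cut at about 59% in these data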;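 note: 0% = DMSO wells with substrate and 100% = DMSO wells lacking glucose-6-phosphate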
# SENP8 block-2 – human SENP8 protease inhibitors, primary screen, biochemical, fluorescence, Nedd8 protein substrate, uHTS | Sentrin-specific protease 8 (Homo sapiens), Q96LD8 | recombinant SENP8 | inhibition, % at 20 µM | 360,000 compounds, 0.64% hits | AID 602440, 2012; in the data active = inhibition mostly above about 40%, no sharp cut-off; inactive = mostly below about 27%
# * = called active by the depositor; i = inactive; / = no result given.
SMILES,SENP8 block-1,SENP1 FRET inh,SENP7 block,HKDC1 inh,Apaf-1 inh,SENP6 inh,PfG6PD inh,SENP8 block-2
CCc1c(C)nc(SCC(=O)NNC(=O)c2ccco2)[nH]c1=O,-2,1,-6,-7,-10,13,-13,4
O=[N+]([O-])c1ccc(SCc2ccco2)cc1N1CCOCC1,-10,3,0,4,6,-5,-1,18
COc1ccccc1CNc1nc2nc(C)c(C)c(=O)n2[nH]1,-5,3,-9,7,-18,-2,12,28
O=C1CC(N2CCCc3ccccc32)C(=O)N1c1ccccc1Cl (stereo unspecified),8,-14,6,-4,-7,0,-1,-50
COC(=O)CCC(=O)NNC(=O)c1ccc(Cl)cc1Cl,1,-1,5,-11,-14,10,2,11
Cn1c(SCC(=O)Nc2ccc3c(c2)OCCO3)nnc1C(F)(F)F,5,1,-3,-5,-5,-7,-5,17
CC1(C)c2[nH]c3ccccc3c2C[C@@H]2C(=O)N(Cc3ccccc3F)C(=O)N21,-8,-78,-3,-2,12,4,23,-8
CC(=O)Nc1ccc(S(=O)(=O)N(C)CC(=O)Nc2nc3ccccc3[nH]2)cc1,-2,0,-2,-3,0,-3,17,10
CN1CC=C2C(C#N)=C(N)C(C#N)(C#N)[C@H](c3ccoc3)[C@H]2C1,27,-14,41,0,25,76*,-4,i
S=c1ncc2[nH]c(=S)[nH]c2[nH]1,/,0,/,0,/,/,68*,15
COc1cc(CNCc2cccs2)ccc1OCc1cccs1,-5,-2,-5,-4,-6,-9,-6,20
Nc1nnc(-c2cccc(Cl)c2Cl)c(N)n1,2,0,8,3,-3,2,-4,0
CCN(Cc1ccccc1)S(=O)(=O)c1ccc(C(=O)N(CCCN(C)C)c2nc3cc4c(cc3s2)OCO4)cc1,-12,0,16,5,23,-26,0,16
c1ccc(-c2nc(-c3nccc4ccccc34)oc2-c2ccccc2)cc1,64*,-56,85*,-1,23,86*,34,-406
CC(=O)Nc1cccc(NC(=O)C2CCCN2C(=O)Nc2ccc(C)cc2)c1 (stereo unspecified),-4,2,9,1,9,3,7,11
Cc1ccc(NC(=O)[C@H](Cc2ccccc2)NC(=O)C2CCNCC2)cc1,-3,3,13,2,-13,-6,2,19
CCC(=O)N1c2ccccc2[C@@H](N(C(C)=O)c2ccccc2)C[C@H]1C,-5,-1,-1,-5,2,-4,-1,17
COc1cc([N+](=O)[O-])cc(/C=N/NC(=O)c2cc(C)nc3ccccc23)c1O,-11,40*,-6,-8,6,-19,-35,30
Cc1cc(C)n2[nH]c(=O)c(N=Nc3cccc(Cl)c3)c2n1,4,1,1,8,9,-10,0,48*
Cc1noc(C)c1COc1cccc(C(=O)N2CCc3ccccc32)c1,1,1,3,6,2,-11,4,22
COCCNC(=O)C(NC(=O)C1CCCCC1)C12CC3CC(CC(C3)C1)C2 (stereo unspecified),3,1,-3,2,-6,-6,-3,5
CN(CC(=O)Nc1ccc(F)c(F)c1F)c1cnccn1,2,/,0,/,6,-3,/,/
c1ccc(Cn2c(NCc3ccncc3)nc3ccccc32)cc1,3,-28,6,-2,-4,-3,-9,-14
CCOC(=O)c1sc(=S)n(CC)c1NC(=O)c1ccccc1,1,1,4,-4,-22,0,-7,19
CC(C)CC(=O)Nc1ccnn1C1CCN(C(=O)c2ccccc2F)CC1,-8,1,-10,-5,-7,-15,-5,-8
C=CCn1c(SCCC#N)nnc1-c1ccncc1,0,0,4,7,-15,-10,1,9
CC(=O)Nc1c(C)ccc([N+](=O)[O-])c1C,/,1,/,-10,/,/,4,14
COc1ccccc1N1CCN(Cc2cc(OC)c3c(c2)OCO3)CC1,5,-2,-1,-3,-11,3,18,6
CN1CCN(c2ccc(S(=O)(=O)N3CCOCC3)cc2NC(=O)CSCc2ccccc2)CC1,3,2,-2,-6,-12,-4,0,4
CCc1nn(CCCC(=O)NC(C)c2ccccc2)c(=O)c2cc3occc3n12 (stereo unspecified),0,-1,-3,1,-1,9,9,2
COCCNC(=S)N(C)C1(c2ccccc2Cl)CCCCC1=O (stereo unspecified),0,2,10,-2,9,-8,-28,15
COc1cc(CNCc2cccnc2)ccc1OCC(=O)NC(C)(C)C,-11,0,-4,-7,-2,-17,8,9
CSc1ccccc1C(=O)C1CCCN(C(=O)CCc2cccnc2)C1 (stereo unspecified),-8,-1,1,-4,-3,-5,-4,-14
CC(C)c1ccc(S(=O)(=O)N2CCN(C(=O)CCNC(=O)Nc3ccccc3)CC2)cc1,1,1,2,-5,5,-3,0,6
COc1ccccc1NC(=O)CSc1nnc(-c2ccco2)n1Cc1ccco1,-4,-2,-2,1,1,-12,12,16
CCOC(=O)c1cn(CC)c2cc(N3CCN(C)CC3)c(F)cc2c1=O,-11,0,-5,-5,3,-9,-3,-232
Cc1oc2ccc(NS(=O)(=O)c3cccc4cccnc34)cc2c1C(=O)OC(C)C,-11,0,-8,0,25,-12,3,24
N#Cc1cn(Cc2cccc(Cl)c2)c2ccccc12,-3,-9,3,7,9,-20,-23,-101
COc1cc(NC(=S)NC(=O)CCc2ccccc2)cc(OC)c1,3,2,3,-1,15,-14,13,14
COc1ccccc1NC(=O)C1=C(C)NC(=O)NC1c1ccc(C)s1 (stereo unspecified),-4,-7,-6,-14,2,-23,12,-16
O=C1CC(NC2CCN(C(=O)c3cccc(F)c3)CC2)C(=O)N1 (stereo unspecified),1,0,-8,-4,-5,-14,4,23
CCOc1cc(Br)cc(/C=C2\SC(=Nc3ccccc3)NC2=O)c1O,0,35*,-2,17,6,2,36,14
Cc1ccc2c(c1)-c1cc(C)ccc1C2=O,/,2,/,0,/,/,7,14
COc1ccc(OC)c(-c2cc(-c3cccnc3)nc(N)c2C#N)c1,-9,-19,14,-7,-13,-17,7,-351
CN1CCN(C(=O)/C(=C\c2ccc3c(c2)OCO3)NC(=O)c2cccs2)CC1,3,3,4,-5,-4,-8,-25,-5
Cc1cc(C(=O)NNC(=O)CCC2CCCCC2)c(C)o1,-8,0,-7,-5,7,-41,3,8
CCc1cc(CNC(=O)CC2C(=O)NCCN2Cc2ccccc2C(F)(F)F)on1 (stereo unspecified),-5,-3,3,-2,0,-5,-1,-19
CCOC(=O)c1cc(NC(=O)SCC(=O)O)c(C)nc1C,1,0,10,2,1,-4,-7,-84
O=C(C[n+]1cc(-c2ccccc2)n2c1CCC2)OCc1ccccc1,4,2,1,5,-3,7,2,11
Cc1ccc(-n2nnc(-c3nccn3C)n2)cc1,86*,1,87*,0,-4,84*,10,-10
# New compounds follow:
SMILES,SENP8 block-1,SENP1 FRET inh,SENP7 block,HKDC1 inh,Apaf-1 inh,SENP6 inh,PfG6PD inh,SENP8 block-2
COc1ccc(NC(=O)CN2CCN(CC(=O)Nc3ccccc3Cl)CC2)c(OC)c1,2,1,7,13,5,-2,-18,14
COc1cccc(CN2C(=O)c3cccc(N)c3C2=O)c1,-3,-33,5,-8,6,-19,-17,-293
O=C(c1ccccc1)N1CCN(C(=S)NCc2ccco2)CC1,-4,-1,3,-7,-2,2,11,7
O=S(=O)(c1ccc(NC(=S)N2CCN(c3ccc(O)cc3)CC2)cc1)N1CCOCC1,2,2,3,2,5,7,50,11
CCCCCn1c(SCC2CCCO2)nc2cc(C(=O)N3CCC(C(N)=O)CC3)ccc2c1=O (stereo unspecified),-8,1,-7,-3,4,-20,0,9
COCCc1nc2ccc(C(=O)N3CCCCC3COC)cc2o1 (stereo unspecified),3,3,2,-3,-3,5,-7,9
O=C(N/N=C/c1c[nH]c2ccccc12)c1sc2ccccc2c1Cl,52*,27,36,-7,19,65*,16,9
Cc1ccc2nsnc2c1NC(=O)c1ccc2c(c1)OCCO2,-1,0,1,-11,-4,-6,10,-51
O=Cc1cn(CC(O)Cn2cc(C=O)c3ccccc32)c2ccccc12,7,1,2,7,3,-3,24,10
O=C(Nc1cc(N2CCCCC2)ncn1)c1ccccc1,-12,0,3,-8,5,-4,-2,8

# Entries of single compounds, quoted from the list. Order of values: SENP8 block-1	SENP1 FRET inh	SENP7 block	HKDC1 inh	Apaf-1 inh	SENP6 inh	PfG6PD inh	SENP8 block-2
# O=C(N/N=C/c1c[nH]c2ccccc12)c1sc2ccccc2c1Cl in the list: 52*	27	36	-7	19	65*	16	9
# O=Cc1cn(CC(O)Cn2cc(C=O)c3ccccc32)c2ccccc12 in the list: 7	1	2	7	3	-3	24	10
# CCCCCn1c(SCC2CCCO2)nc2cc(C(=O)N3CCC(C(N)=O)CC3)ccc2c1=O (stereo unspecified) in the list: -8	1	-7	-3	4	-20	0	9
# COc1cccc(CN2C(=O)c3cccc(N)c3C2=O)c1 in the list: -3	-33	5	-8	6	-19	-17	-293
# COCCc1nc2ccc(C(=O)N3CCCCC3COC)cc2o1 (stereo unspecified) in the list: 3	3	2	-3	-3	5	-7	9

# (listing goes on)
SMILES,SENP8 block-1,SENP1 FRET inh,SENP7 block,HKDC1 inh,Apaf-1 inh,SENP6 inh,PfG6PD inh,SENP8 block-2
COc1ccc(CNC(=O)CN(C(=O)c2ccc(CN3CCOCC3)o2)C2CCCC2)cc1,1,-1,2,1,-18,-9,-4,3
O=C(CSc1nnc(CNc2ccc(F)cc2)n1Cc1ccccc1)NCc1ccccc1,0,2,1,8,33,-6,9,8
Cc1ccc(C)c(NC(=O)C[n+]2ccccc2)c1,2,1,0,0,-3,-22,-10,16
COc1cccc(S(=O)(=O)Nc2noc3ccccc23)c1,3,0,1,-3,5,8,-10,14
C[C@H](NC(=O)c1[nH]cnc1C(=O)Nc1nccs1)c1ccccc1,-4,-2,-1,-1,-7,-8,2,8
O=C(Nc1ccc(Cl)c(Cl)c1)Nn1cnnc1,-8,2,-14,3,9,8,-15,36
Cc1cccc(-c2noc(CNC(=O)COc3ccccc3C)n2)c1,0,-9,5,-1,5,-8,-9,-8
COc1ccc(C(=O)Oc2ccc(/C=N/NC(=O)c3cccnc3)cc2OC)cc1,-1,3,0,-2,10,2,0,3
O=C(COC(=O)c1ccc2[nH]c3c(c2c1)CCCC3)Nc1ccccc1,-16,-61,-3,-7,-4,-7,-6,-126
CCSc1nc2c(cnn2-c2ccc(C)c(C)c2)c(=O)[nH]1,-9,1,-17,2,10,-17,-25,18
COc1cccc(NS(=O)(=O)c2ccc(Br)s2)c1,-11,3,-8,0,3,0,-12,14
O=C(COc1ccc(Br)cc1)c1ccc2c(c1)CCCC2,-6,0,-1,3,-26,0,5,26
O=C(CCCC(=O)c1ccccc1)NCCc1ccccc1,3,1,1,-1,0,5,-20,27
CSc1ncccc1C(=O)OCC(=O)c1ccc2c(c1)NC(=O)CO2,-3,1,-7,4,-17,-15,9,-10
CCN(CC)S(=O)(=O)c1ccc(NC2CCCc3ccccc32)nc1 (stereo unspecified),-5,-6,-12,10,20,-8,46,-2
Cc1cc(C)nc(/N=C(\N)N2CCCCC2)n1,4,1,8,-11,4,0,-8,7
